TbREL1 inh: TbREL1 RNA ligase inhibitors, primary screen, biochemical, FRET fluorescence; RNA-editing ligase 1, mitochondrial (Trypanosoma brucei brucei), P86926; TbREL1 RNA ligation; inhibition, % at 9.66 µM; 89,000 tested, 0.49% active;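 active = inhibition above the mean inhibition across all screened compounds plus 3 SD, cut at about 11% in these data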;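 also: 0% = plate median of test wells and 100% = NSC42067 control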
Target sequence (P86926 whole entry, looked up): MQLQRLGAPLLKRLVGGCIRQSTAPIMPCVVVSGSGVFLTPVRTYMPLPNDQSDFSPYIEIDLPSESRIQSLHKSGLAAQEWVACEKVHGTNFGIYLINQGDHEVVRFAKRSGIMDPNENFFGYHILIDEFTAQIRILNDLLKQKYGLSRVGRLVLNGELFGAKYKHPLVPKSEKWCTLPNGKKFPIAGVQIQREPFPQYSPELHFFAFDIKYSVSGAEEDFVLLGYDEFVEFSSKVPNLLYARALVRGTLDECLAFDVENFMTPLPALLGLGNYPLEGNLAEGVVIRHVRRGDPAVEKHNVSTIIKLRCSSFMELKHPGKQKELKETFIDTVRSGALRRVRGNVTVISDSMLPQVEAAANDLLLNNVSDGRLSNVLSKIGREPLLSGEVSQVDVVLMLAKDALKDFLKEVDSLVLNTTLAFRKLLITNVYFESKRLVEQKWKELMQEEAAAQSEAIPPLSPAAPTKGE
* hit, by the source's call. Some of the compounds tested (hit frequency here may not be typical).

Start of the listing, in advance, 3 compounds:
SMILES | TbREL1 inh
O=C(O)C(Cc1ccccc1)N1C(=O)/C(=C/c2cccnc2)SC1=S (stereo not given) | 3.5
Cc1ccc(-c2nc(CS(=O)CC(=O)NCc3ccc(F)cc3)c(C)o2)cc1 (stereo not given) | 3.0
CCOC(=O)CNC(c1ccccc1)c1cc(Br)ccc1NC(=O)OCC (stereo not given) | 0.2

The whole of this part, from the first entry:
SMILES | TbREL1 inh
O=C(O)C(Cc1ccccc1)N1C(=O)/C(=C/c2cccnc2)SC1=S (stereo not given) | 3.5
Cc1ccc(-c2nc(CS(=O)CC(=O)NCc3ccc(F)cc3)c(C)o2)cc1 (stereo not given) | 3.0
CCOC(=O)CNC(c1ccccc1)c1cc(Br)ccc1NC(=O)OCC (stereo not given) | 0.2
COc1cc(C(CCN2CCCCC2)c2c(OC)cc(OC)c3c(-c4ccccc4)cc(=O)oc23)cc(OC)c1OC (stereo not given) | 9.0
O=C(Oc1coc(CSc2ncccn2)cc1=O)c1cccc([N+](=O)[O-])c1 | 2.6
Cc1ccsc1/C=N/Nc1ncnc2nc[nH]c12 | 0.6
CCOc1ccc(NC(=O)COC(=O)C23CC4CC(CC(C4)C2)C3)c([N+](=O)[O-])c1 | 1.1
CN(CCc1ccccn1)C1CCCN(S(=O)(=O)c2ccc(F)c(Cl)c2)C1 (stereo not given) | -4.9
O=C(OCc1c(F)cccc1Cl)c1cc([N+](=O)[O-])ccc1N1CCOCC1 | 0.2
Cc1ccc(Cn2cc(CN3CC(N4CCN(Cc5ccccc5F)CC4)CS3(=O)=O)nn2)cc1 (stereo not given) | 4.8
O=C(Cc1ccc([N+](=O)[O-])cc1)Nc1cccnc1 | 0.2
O=S(=O)(c1ccc(Cl)cc1)N1CCN(Cc2c[nH]c3ccccc23)CC1 | -5.7

6 entries out of the list, sorted by number of heavy atoms, high to low.
SMILES | TbREL1 inh
Cc1ccc(Cn2cc(CN3CC(N4CCN(Cc5ccccc5F)CC4)CS3(=O)=O)nn2)cc1 (stereo not given) | 4.8
CCOc1ccc(NC(=O)COC(=O)C23CC4CC(CC(C4)C2)C3)c([N+](=O)[O-])c1 | 1.1
Cc1ccc(-c2nc(CS(=O)CC(=O)NCc3ccc(F)cc3)c(C)o2)cc1 (stereo not given) | 3.0
O=C(Oc1coc(CSc2ncccn2)cc1=O)c1cccc([N+](=O)[O-])c1 | 2.6
O=C(O)C(Cc1ccccc1)N1C(=O)/C(=C/c2cccnc2)SC1=S (stereo not given) | 3.5
O=C(Cc1ccc([N+](=O)[O-])cc1)Nc1cccnc1 | 0.2

Continued.
SMILES | TbREL1 inh
COc1cc(-c2cc(C(=O)Nc3cc(S(=O)(=O)N4CCOCC4)ccc3O)c3ccccc3n2)cc(OC)c1OC | -2.3
COc1cc(C2NC(=S)NC(C)=C2C(=O)OC(C)C)ccc1OC(C)C (stereo not given) | -4.2
O=C(C1CC1)N1CCc2cc(Br)c(S(=O)(=O)NCCCN3CCCCC3)cc21 | 0.2
COc1cc(OC)cc(C(=O)NC2CCN(Cc3nnnn3Cc3cccs3)CC2)c1 | 1.8
Cc1ccccc1C(=O)Nc1ccnn1C1CCN(Cc2ccncc2)CC1 | -3.7
N#Cc1c([N+](=O)[O-])cc([N+](=O)[O-])cc1S(=O)(=O)Cc1ccccc1 | 1.0
CCCCn1c(N)c(NCc2ccccc2)c(=O)[nH]c1=O | -3.2
O=S1(=O)CCOCCCN1Cc1ccccc1 | 0.4
CN(C)S(=O)(=O)n1cnc(C(CCO)c2ncn(S(=O)(=O)N(C)C)c2CCCO)c1 (stereo not given) | 0.0
Cc1ccc(C(=O)CSc2nnc(COc3ccc(C#N)cc3)n2-c2ccccc2)cc1 | -0.1
CCCS(=O)(=O)N1CCCC(C(=O)N2CCN(c3ccccc3)CC2)C1 (stereo not given) | -2.5
O=C(COc1cc2oc(=O)c3c(c2cc1Cl)CCC3)NCC1CCC(C(=O)O)CC1 (stereo not given) | 0.8
COc1ccccc1C(=O)N/C(=C\c1cn(S(=O)(=O)N(C)C)c2ccccc12)C(=O)N1CCCCC1 | -2.9
CCC(CO)Oc1cc(NCc2ccccc2OC)c2ncn(C(C)C)c2c1 (stereo not given) | -4.0
O=C(Nc1nccs1)c1cc(-c2ccccc2)nn1-c1ccccc1 | 0.8
CCC(=O)Nc1ccc(N2CCOCC2)c(S(=O)(=O)Nc2ccc(Cl)cc2)c1 | -1.4
COc1ccc(S(=O)(=O)Nc2cccc3c2O[C@H](CN(C)S(=O)(=O)c2ccccc2)[C@@H](C)CN([C@H](C)CO)C3=O)cc1 | -1.3
CCCCCC(=O)Nc1nc(C)c(-c2csc(Nc3cc(OC)ccc3OC)n2)s1 | 0.1
Clc1ccc2c(N3CCCC3)ccnc2c1 | 3.8
CCOC(=O)C1CCN(C(=O)CCn2c(=O)[nH]c3ccccc3c2=O)CC1 | -0.7
O=C(CCc1ccccc1)NC1(Cc2ccccc2)CCN(CCc2cccs2)C1=O (stereo not given) | -2.5
Cc1ccc(C)c(N2N=C(C(=O)Nc3ccccc3N3CCOCC3)CCC2=O)c1 | -1.9
COc1cc(Cl)c(C)cc1NC(=O)CSc1nnc(-c2cccnc2)n1Cc1ccco1 | -5.5
CC12CCC(=O)N1C(C(=O)N1CCN(S(=O)(=O)c3ccccc3F)CC1)CS2 (stereo not given) | 3.6
COc1ccc(CCN2C(=O)c3cccnc3C2=O)cc1OC | 1.1
O=C(c1cccs1)N1CCN(C2CCCCC2)CC1 | 1.9
COc1ccc(N2CCN(CC(=O)Nc3nnc(-c4ccccc4)s3)CC2)cc1 | -5.0
Cc1cc(C)c(NC(=O)OCCN2CCOCC2)c(C)c1 | 0.7
Cc1ccc(OCC(=O)NNC(=O)Cn2c(=O)cnc3ccccc32)cc1 | -2.0
Cc1c(C(=O)NNC(=O)c2csc(N3CCOCC3)n2)oc2ccccc12 | -3.1
CC(C)CN(CC(C)C)C(=O)CSc1nc2cccnc2n1C | 2.0
COC(=O)[C@]12CCCCC=C1N(Cc1ccccc1)C(=O)[C@H](CC(=O)N1CCN(C(=O)c3ccco3)CC1)C2 | -2.8
CC(C)Oc1cccc(C(=O)C2CCCN(C(=O)c3ccccn3)C2)c1 (stereo not given) | 3.8
CN1C(C(=O)NCc2cccc(Br)c2)CC2Cn3c(nc4ccccc43)C21 (stereo not given) | 3.6
COc1ccccc1Nc1nc(N)nc(CN2CCCCCC2)n1 | 2.9
Cc1cc(O)c(C=Nc2cccc(Cl)c2)c(=O)o1 | 1.2
COC(=O)[C@@]12C[C@@H](CC(=O)N3CCN(C(=O)c4ccco4)CC3)C(=O)N(CCc3ccc(OC)c(OC)c3)C1=CCC(C)(C)C2 | 1.4
CC(=C\C=O)/C(C)=C/CC[C@@H]1O[C@@H]2C[C@@H]3O[C@](C)(C[C@H]4C[C@H](O)[C@@H]5O[C@@H]6C[C@H](O)[C@@H](C)O[C@@]6(C)CC[C@H]5O4)[C@@H](O)CC[C@@]3(C)O[C@H]2[C@@H](O)[C@@H]1C | -0.3
CC(C)(C)C(=O)Nc1nc2cc3c(cc2s1)OCO3 | -0.1
CC(C)NC(=O)COC(=O)c1ccccc1Oc1ccccc1 | -1.1
CCCN(CC1CC1)C(=O)COC(=O)c1oc2c(F)cccc2c1C | -1.3
CCOC(=O)c1oc2ccccc2c1CSc1nnc(-c2ccco2)o1 | -1.5
CCOC(=O)C1CCN(C(=O)Cn2cccc2C(=O)c2ccccc2)CC1 | -3.6
CC1(C)CC(=O)c2cc(OCC(=O)NCCN3CCOCC3)ccc2O1 | -2.9
CC1=NN(c2nc(-c3ccc(C)cc3)cs2)C(=O)C1N=Nc1ccccc1O (stereo not given) | 3.1
O=C(Nc1ccc(C#Cc2ccccc2)cc1)C1CC1 | 3.6
COc1ccccc1C(CNC(=O)c1cc(C)nc2ccccc12)N(C)C (stereo not given) | 0.5
COc1cc2c(cc1OC)CN(CC(=O)Nc1ccc3c(c1)OC(F)(F)O3)CC2 | -4.0
CCCNC(=O)C1CC(=O)N(c2ccc(OCC(=O)Nc3cc(C)cc(C)c3)cc2)C1 (stereo not given) | -2.5
O=C(Cc1ccc(F)cc1)N1CCC(N2CCC(C(=O)N3CCOCC3)CC2)CC1 | 2.3
O=C1C(Cc2ccccc2)Nc2ncnc(N3CCN(c4ccccc4)CC3)c2N1Cc1ccc(Cl)cc1 (stereo not given) | -1.5
N#CC1=C(N)OC2=C(C(=O)CCC2)C1c1ccsc1 (stereo not given) | -0.8
CC1CCN(CCCOc2ccc(Cl)cc2Br)CC1 | 6.5
COc1ccc(-c2ccc3c(c2)c(Sc2ccccc2)c(-c2ccccc2)n3C)cc1 | 4.3
COc1ccc(C(=O)N/N=C(/C)c2ccc(N3CCCCC3)cc2)cc1 | -2.0
CC(=O)Nc1ccc(OC(=O)c2cccs2)cc1 | -1.2
Cc1ccc(C)c(Cn2nnc3c(=O)[nH]c(C4CCCN(C(=O)C5CCCCC5)C4)nc32)c1 (stereo not given) | -1.5
c1coc(CNc2c3c(nc4ccccc24)CCC3)c1 | 0.6
C=CCOc1ccc(/C=C/C(=O)OCC(=O)NCC2CCCCC2)cc1 | -0.8
C=CCNc1nc(C(=O)OCC(=O)c2ccc(C)c([N+](=O)[O-])c2)cs1 | 0.5
The listing continues:
SMILES | TbREL1 inh
NS(=O)(=O)OCCCc1ccccc1 | 0.9
Cn1ncc([N+](=O)[O-])c1C(=O)NC1CCCCCC1 | -1.8
O=C(CSc1cc(Cl)ccc1Cl)NCC1CCCO1 (stereo not given) | -0.3
O=[N+]([O-])c1ccc(NS(=O)(=O)c2ccc(Cl)c(Cl)c2)cc1 | -0.1
CN(C)/N=C/c1ccc(OC(=O)c2cccc([N+](=O)[O-])c2)cc1 | 4.4
C=CCn1c(C)nc2ccccc2c1=O | 9.3
Cc1ccc(CSc2ncnc3c2cnn3Cc2ccccc2)cc1 | 10.7
COc1cc(C)c(/C=C(\C#N)C(=O)Nc2ccc(C)cc2)cc1C(C)C | -0.4
Cc1ccc(C)c(NC(=O)Cc2ccc(S(=O)(=O)N3CCCCC3)s2)c1 | 0.4
COc1ccc(NC(=O)C/C(C)=N/NC(=O)c2ccncc2)c([N+](=O)[O-])c1 | -0.9
C[C@H]1COC(=O)[C@@H](CC(=O)OC(C)(C)C)C/C=C\C[C@H](CC(=O)NCCO)C(=O)N1 | 3.6
CCC(=O)Nc1ccc(Oc2ccc(NC(=O)CC)c(NC(=O)CC)c2)cc1 | 2.5
CCOc1ccc(CN2CCN(Cc3cc4c(cc3Cl)OCO4)CC2CCO)cc1 (stereo not given) | -2.9
COCCCNC(=S)NNC(=O)C1CC1c1ccc(C(C)(C)C)cc1 (stereo not given) | -4.0
CC(=O)c1cccc(NC(=O)CCS(=O)(=O)c2cccc3nsnc23)c1 | -1.2
COc1cc(/C=C/C(=O)OC(C)C(=O)NC2CCCCC2C)cc(Cl)c1OC (stereo not given) | -1.6
O=C(c1sc2cc([N+](=O)[O-])ccc2c1Cl)N1CCCCC1 | -0.4
COc1cccc(C2CC(c3ccccc3C)n3nc(N)nc3N2)c1 (stereo not given) | -3.6
O=C(/C=C/c1ccco1)NCC1COc2ccccc2O1 (stereo not given) | -0.5
Cc1c(C2C(C#N)=C(N)OC3=C2C(=O)CCC3)cnn1C (stereo not given) | 0.8
c1ccc(-c2nc(-c3ccc(-c4ccon4)s3)no2)cc1 | -0.2
COC(=O)[C@]12C[C@H](CC(=O)NCc3ccccc3)C(=O)N(Cc3ccco3)C1=C[C@H](COCc1ccccc1)O[C@@H]2C | -6.5
CCN(CC)S(=O)(=O)c1ccc(OCC(=O)NCc2ccco2)cc1 | -1.4
CC(=O)NC(Cc1c[nH]c2ccccc12)C(=O)NCc1ccco1 (stereo not given) | -4.0
COC(=O)C1=C(C)N(CCCC(=O)O)C(=O)NC1c1ccccc1OS(=O)(=O)c1ccc([N+](=O)[O-])cc1 (stereo not given) | -3.5
CCOC(=O)C1=C(Cn2ccc(C(F)(F)F)n2)NC(=O)NC1c1ccc2c(c1)OCO2 (stereo not given) | 0.3
Cc1nn(-c2ccc(F)cc2)c(Cl)c1/C=C(\CC(=O)O)c1nc2ccccc2s1 | -2.0
CCOc1ccccc1OCCOc1cccc(C(F)(F)F)c1 | -1.7
COc1cc(CN2CCC(C(=O)N3CCCC(C)C3)CC2)cc(Br)c1O (stereo not given) | -1.5
COc1cc(C2C(C#N)=C(N)N(c3cccnc3)C3=C2C(=O)CC(C)(C)C3)ccc1O (stereo not given) | -5.8
Brc1ccc(COc2cccc3cccnc23)cc1 | 4.1
CCc1nnc(SCc2ccc(CSc3nnc(CC)n3N)cc2)n1N | -1.6
COc1cc(-c2noc(C)c2C(=O)NCc2ccc3c(c2)OCO3)cc(OC)c1OC | -0.8
Cc1[nH]n(-c2ccccc2)c(=O)c1/C=N/c1ccccn1 | 3.9
CC1C(=O)N(Cc2cn(CCC3OCCO3)nn2)CCS(=O)(=O)N1Cc1ccc(-c2cccc(N(C)C)c2)cc1 (stereo not given) | -4.7
COC(=O)C1=C(C)N(C)C(=NCc2ccccc2)NC1c1ccccc1C(F)(F)F (stereo not given) | 8.7
Brc1ccc(CSc2nnc(Cc3c[nH]c4ccccc34)o2)cc1 | 1.3
Cc1ccc(NC(=O)CS(=O)CC(=O)Nc2cccc(C)c2C)cc1F (stereo not given) | -0.6
O=C(NCc1ccccc1CN1CCCCC1)c1ccc(Cl)cc1N1CCCC1=O | -2.4
Cc1cc(C)c(C)c(S(=O)(=O)N2CCN(CC(=O)Nc3ccc([N+](=O)[O-])cc3)CC2)c1C | 2.7
CCn1c(CSc2nc3ccccc3s2)n[nH]c1=S | 3.0

High-throughput results deposited in PubChem BioAssay by The Scripps Research Institute Molecular Screening Center.
